# PLAP act: PLAP enzyme activators, biochemical, luminescence, HTS. purified PLAP enzyme, luminescent substrate read-out; active compounds read high. activation fold at 20 µM. 96,000 tested, 1.2% active; in the data active means activation fold above about 2
# Target sequence (P05187 whole entry, looked up): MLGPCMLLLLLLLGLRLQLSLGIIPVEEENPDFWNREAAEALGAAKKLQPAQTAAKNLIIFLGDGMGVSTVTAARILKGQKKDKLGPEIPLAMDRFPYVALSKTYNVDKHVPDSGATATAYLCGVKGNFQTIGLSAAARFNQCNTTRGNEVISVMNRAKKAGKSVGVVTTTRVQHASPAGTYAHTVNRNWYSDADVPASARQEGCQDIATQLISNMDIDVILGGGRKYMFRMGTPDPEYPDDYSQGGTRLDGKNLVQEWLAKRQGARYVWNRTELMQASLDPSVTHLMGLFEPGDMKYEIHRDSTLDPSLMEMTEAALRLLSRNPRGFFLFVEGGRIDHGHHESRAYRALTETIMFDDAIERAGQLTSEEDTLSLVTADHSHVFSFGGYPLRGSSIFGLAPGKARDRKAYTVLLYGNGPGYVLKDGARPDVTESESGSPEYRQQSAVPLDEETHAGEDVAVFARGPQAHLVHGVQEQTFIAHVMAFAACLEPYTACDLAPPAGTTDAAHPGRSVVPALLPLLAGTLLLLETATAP
# MT1-MMP txn act: MT1-MMP promoter reporter activation – cell-based, luciferase luminescence, primary screen | HT1080 MT1-MMP promoter luciferase reporter, overnight; active compounds read high | activation factor at 10 µM | 86,000 tested, 0.16% active;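 active means activation factor of at least 2 for MT1-MMP transcription at 10 µM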
# Starred values were filed as active, the others as inactive. Not all compounds are listed (hit frequency here may not be typical).
PLAP act,MT1-MMP txn act,Compound
1.4,1.2,Cc1cccc(-n2nnnc2SCC(=O)c2cc(C)n(CC3CCCO3)c2C)c1 (configuration not stated)
0.8,1.1,CCn1c(=N)n(CCO)c2ccccc21
1.2,1,Cc1c(C#N)c2ccccc2n1CC(=O)N1CCc2ccccc2C1
1.2,1.1,COc1ccc(C(c2sc3nc(C)nn3c2O)N2CCN(CCO)CC2)cc1OC (configuration not stated)
0.9,1.2,Cc1ccc(CCNS(=O)(=O)c2cnc[nH]2)cc1
1,1.4,CCN1C(=O)c2cccc3c(NC(=O)c4ccc5c(c4)OCCO5)ccc1c23
1.9,0.8,CSC1=Nc2sc3c(c2C2=NCCN12)CCCC3
1.1,1,Clc1cccc(Nc2ncnc3c2cnn3-c2ccccc2)c1
0.9,1.7,CN(C)S(=O)(=O)c1cccc(C(=O)Nc2ccc(Cl)cn2)c1
1.8,1.1,CCCCn1c(SCC(=O)Nc2cccc(OC)c2)nc2ccc(N3CCOCC3)cc2c1=O

# Another view of five compounds above:
# Every second line gives: PLAP act, MT1-MMP txn act
Cc1ccc(CCNS(=O)(=O)c2cnc[nH]2)cc1
    0.9, 1.2
CCN1C(=O)c2cccc3c(NC(=O)c4ccc5c(c4)OCCO5)ccc1c23
    1, 1.4
CSC1=Nc2sc3c(c2C2=NCCN12)CCCC3
    1.9, 0.8
Clc1cccc(Nc2ncnc3c2cnn3-c2ccccc2)c1
    1.1, 1
CN(C)S(=O)(=O)c1cccc(C(=O)Nc2ccc(Cl)cn2)c1
    0.9, 1.7

# (list continues)
PLAP act,MT1-MMP txn act,Compound
1.3,1.1,Cc1cc(C)cc(N2C(=O)CSC2c2cccs2)c1 (configuration not stated)
1.1,1.1,COCCn1c(SCC#N)nnc1-c1ccc2c(c1)OCO2
1.3,1,O=C(c1ccc(CSCc2ccccc2F)o1)N1CCN(c2ccc(N3CCOCC3)nn2)CC1
1,1.1,COC(=O)Nc1ccc(S(=O)(=O)N2c3ccccc3CCC2C)cc1 (configuration not stated)
1.6,1,O=S(=O)(c1ccc(F)cc1)c1nc(-c2ccc(F)cc2)oc1NCCN1CCOCC1
1.6,1.1,O=C(CCN1CCOCC1)Nc1ccc2c(c1)N(C(=O)CN1CCOCC1)c1ccccc1CC2
1.2,1.1,CC1Cc2nc(SCC(=O)OCc3ccccc3)n(C)c(=O)c2S1 (configuration not stated)
1.3,1.1,O=C(Nc1nccs1)c1cc(S(=O)(=O)N2CCCCC2)ccc1Cl
1.4,1.1,COc1ccc(-n2c(Cc3cccn3C)nnc2SCC(=O)Nc2ccc(F)cc2F)cc1
0.9,1.1,COc1ccc(NC(=O)CCS(=O)(=O)c2cccc3nonc23)c(OC)c1

# Additional records follow:
PLAP act,MT1-MMP txn act,Compound
1.6,1.1,CCc1ccc(N2CCCn3c2nc2c3c(=O)n(CCN3CCOCC3)c(=O)n2C)cc1
1.8,1.1,Cc1nn(C)cc1CN(C)C(=O)c1sc2cccc(Cl)c2c1Cl
1.6,1.1,COc1ccccc1N1CCN(C(=O)Cn2nnc(-c3cccs3)n2)CC1
1,1.3,COC(=O)C(C)Sc1nc2c([nH]c3ccccc32)c(=O)n1C (configuration not stated)
1,1.2,COCc1nc(-c2ccc(-c3ccc(OC)cc3)nc2OC)no1
1.5,1.3,CCN(CC)S(=O)(=O)c1ccc(C(=O)OCC(=O)N2CCN(C(=O)c3ccco3)CC2)cc1
0.9,1.3,COCCCn1c(=NC(=O)c2ccc3c(c2)OCO3)c(C#N)cc2c(=O)n3cccc(C)c3nc21
0.9,1.2,O=C(CN1C(=O)c2ccccc2C1=O)Nc1ccccc1F
1.5,1.1,CCN1CCN(c2ncc(C(=O)Nc3cc(Cl)ccc3OC)c3ccccc23)CC1
0.9,1.2,Cc1csc(NC(=O)CSc2nnc(C)s2)n1

# New compounds follow:
PLAP act,MT1-MMP txn act,Compound
0.9,1.3,O=C(NCc1ccncc1)c1ccc(Br)o1
1.3,1.1,CN(C)CCN1C(=O)c2oc3ccccc3c(=O)c2C1c1ccccc1 (configuration not stated)
1.4,1.1,CCn1cc(C2=NOC(C(=O)Nc3cc(C)nn3-c3ccccc3)C2)c(C)n1 (configuration not stated)
1.1,1.1,O=C(c1ccc2c(c1)OCO2)N1CCN=C1SCc1ccccc1
0.9,1.1,Cc1cccc(NC(=O)CS(=O)(=O)c2cn(C)c3ccccc23)c1
1,1.1,Clc1cccc(-c2nn3c(-c4ccncc4)nnc3s2)c1
0.9,1.2,CS(=O)(=O)N1CCCC(C(=O)NC2CCCCCCC2)C1 (configuration not stated)
1.2,0.9,CCC12CN3CC(CC)(CN(C1)C31C(=O)N(C)c3ccc(C)cc31)C2=O (configuration not stated)
1.3,1,CCN(Cc1ccccc1)S(=O)(=O)c1ccc2oc(C(=O)O)c(C)c2c1
0.9,1.1,Cc1ccc(S(=O)(=O)NCCN2CCOCC2)cc1C

# Carrying on.
PLAP act,MT1-MMP txn act,Compound
0.9,1,O=c1[nH]c2cc3c(cc2cc1CN(CC1CCCO1)S(=O)(=O)c1ccccc1)OCCO3 (configuration not stated)
1,1,Cn1c(=O)cc(NCc2ccccc2)[nH]c1=O
1,1.1,CCOc1cccc(-c2nnc3sc(COc4ccc(C)cc4)nn23)c1
1.2,0.9,CCOC(=O)N1CCN(C(=O)CSc2nnc(COc3ccc(Cl)cc3)o2)CC1
0.9,1.2,CC1(C)CC(=O)NC=C(c2ccccc2)C1
0.9,1,O=C1CC(=O)CC(c2ccco2)C1
0.9,0.9,O=C(Nc1nc2c(s1)CCCC2)c1cccnc1
1,1.4,COc1ccc(NC(=O)c2cc(C3CC3)on2)c(OC)c1
1.1,1.2,COc1ccc(-c2nc(N3CCOCC3)nc3n[nH]c(N)c23)cc1
0.9,1.3,COC(=O)C1C(=O)c2c([nH]c(C(=O)OC3CCCCCC3)c2C)CC1C (configuration not stated)

# Carrying on:
PLAP act,MT1-MMP txn act,Compound
1.7,1.2,CC1(C)Cc2c(sc3c2c(=N)n(Cc2ccco2)c(=O)n3CC(=O)Nc2ccc(Cl)cc2)CO1
1.5,1.3,Fc1ccccc1Cn1nnc2c(NCCc3ccccn3)ncnc21
1.6,1.2,CCCS(=O)(=O)N1CCN(Cc2ccccc2OCC)CC1
1.1,1.2,CC1(C)CC(=O)N(CC(=O)N2CCN(c3ncccn3)CC2)c2ccccc2S1(=O)=O
0.8,1.1,Oc1ccc(-c2n[nH]c(=S)n2Cc2ccccc2)cc1
1.2,1,O=C(NC1CCCc2ccccc21)C1CCCO1 (configuration not stated)
1.1,1.2,CCCCCCN1CC(O)=C(c2nc3ccccc3[nH]2)C1=N
1.3,1.3,CCOc1ccc(N(CC)C(=O)COc2cc(=O)n(C)c3ccccc23)cc1
0.7,1,COCCNC(=O)CC(NS(=O)(=O)c1ccc(NC(C)=O)cc1)C(C)C (configuration not stated)
0.8,1.2,CCOC(=O)Cn1cc(-c2ccccc2)nn1

# Five compounds already listed, arranged by their value in MT1-MMP txn act, rising:
canonical_smiles	PLAP act	MT1-MMP txn act
CSC1=Nc2sc3c(c2C2=NCCN12)CCCC3	1.9	0.8
O=C(NC1CCCc2ccccc21)C1CCCO1 (configuration not stated)	1.2	1
COc1ccc(NC(=O)CCS(=O)(=O)c2cccc3nonc23)c(OC)c1	0.9	1.1
O=C(CN1C(=O)c2ccccc2C1=O)Nc1ccccc1F	0.9	1.2
COc1ccc(NC(=O)c2cc(C3CC3)on2)c(OC)c1	1	1.4

# (further entries)
PLAP act,MT1-MMP txn act,Compound
1.2,1.3,COC(=O)c1[nH]c(C)c(/C(O)=C2\C(=O)C(=O)N(CCN(C)C)C2c2ccccc2OC)c1C (configuration not stated)
1,1.1,CCC/C(O)=C1\C(=O)CC(C)(C)CC1=NCCO
1,1.1,Cc1ccc(C(C(=O)NC2CCCC2)N2CCCCC2)cc1 (configuration not stated)
1.2,1.3,COc1ccc(C2C3=C(CCCC3=O)Nc3nc(C(F)(F)F)nn32)c(OC)c1OC (configuration not stated)
0.9,1.2,CC(=O)N1CCN(C2=Nc3cccc4cccc2c34)CC1
1.6,1.1,COC(=O)C(C)Sc1nnc2n(-c3cccc(C)c3)c(=O)c3c4c(sc3n12)CCCC4 (configuration not stated)
1.1,1.2,CC1(C)CC(N2CN(C3CCCCC3)CC2=O)CC(C)(C)N1
1.3,1.1,CCN(CC)C(=O)CSc1nnc(-c2cccc(OC)c2)o1
1,0.9,Cc1ccc(N)cc1CN1CCCC1=O
1.1,1,CCOC(=O)C1=C(C)NC(=O)NC1c1c(C)nn(-c2ccccc2)c1Cl (configuration not stated)

# (more compounds)
PLAP act,MT1-MMP txn act,Compound
1,1.1,O=C(Cn1c(=O)n(CCCC(=O)NC2CCCC2)c(=O)c2ccccc21)NCCC1=CCCCC1
1.5,1.1,COc1ccc(S(=O)(=O)N(CC(=O)N2CCOCC2)c2cc(Cl)ccc2OC)cc1OC
1,1.2,c1ccc(Cn2nnnc2C(c2cccs2)N2CCOCC2)cc1 (configuration not stated)
1,1.6,CC1CCN(c2oc(-c3ccccc3Cl)nc2C#N)CC1
0.9,1.1,Cc1nnc(SCC(=O)NCC2CCCO2)n1-c1ccccc1 (configuration not stated)
1.6,1,COC(=O)c1ccccc1S(=O)(=O)N(Cc1cc2ccc(OC)cc2[nH]c1=O)CC1CCCO1 (configuration not stated)
1,1.1,CCc1nnc(NC(=O)CN2C(=O)c3ccccc3C2=O)s1
1.2,1.1,COc1ccccc1N1CCN(C(c2ccc(F)cc2)c2nnnn2C(C)C)CC1 (configuration not stated)
1.7,1,C=CCn1cnc2c(c1=O)c1nc3ccccc3nc1n2/N=C/c1cc(OC)c(OC)c(OC)c1
0.9,1.1,Cc1ccc(NC(=O)Cn2nc(C)c3ccccc3c2=O)cc1F

# Continued.
PLAP act,MT1-MMP txn act,Compound
0.8,1,CCSc1nc(C)nc2c1oc1ccccc12
1,1.3,Cc1cccc(Cc2nnc(NC(=O)c3cccc(S(=O)(=O)N4CCOCC4)c3)s2)c1
1,1.3,COC(=O)NCc1ccc(Cl)c(Cl)c1
1.2,1.1,CC1CC(NC(=O)CCn2c(=O)oc3ccccc32)CC(C)(C)C1 (configuration not stated)
1,1,CC1(C)CC(=O)C2=C(C1)Nc1ccccc1NC2c1cccnc1 (configuration not stated)
1.2,1,O=C1c2ccccc2C(Nc2ccc3nc(-c4cccnc4)[nH]c3c2)N1Cc1ccco1 (configuration not stated)
1.7,1,Cc1ccc(N(C(=O)CC2NC(=O)NC2=O)C2(C(=O)NC3CCCC3)CCCCC2)cc1 (configuration not stated)
1.7,1,O=c1c2c3nc4ccccc4nc3n(-c3ccc4c(c3)OCCO4)c2ncn1C1CCCC1
1,1.2,Cc1cccc(C)c1NC(=O)CSCC(=O)O
1,1.3,Cc1[nH]c(=O)[nH]c(=O)c1S(=O)(=O)NCCOC12CC3CC(CC(C3)C1)C2

# Next part:
PLAP act,MT1-MMP txn act,Compound
1.2,1.2,CCNC(=O)CC(=O)Nc1ccccc1C(=O)O
1.3,1.2,O=C(COc1ccccc1)NCCc1nc2ccccc2[nH]1
0.9,1.2,CCOC(=O)C1C(=O)NC(N2CCCCC2)=NC1c1ccccc1 (configuration not stated)
0.7,0.8,COc1ccc(-c2csc(NCc3ccco3)n2)cc1
1.7,1.2,CCOc1ccc(OCC)c(Nc2cc(C)nc3ncnn23)c1
0.9,1.1,CCn1c(SCC(=O)NCc2cccs2)nnc1-c1ccco1
1,0,COc1ccc(OCc2cccc(C(=O)O)c2)cc1
1.4,1,CCOc1ccc(NC(=O)CSc2nnc(Cc3cccn3C)n2-c2ccc(F)cc2)cc1
0.9,1.1,Cc1ccccc1C(=O)OCn1nnc2ccccc2c1=O
0.9,1.2,Cc1c(C(=O)N2CCCCC2)sc(N)c1C#N

# More compounds:
PLAP act,MT1-MMP txn act,Compound
0.8,1.1,Clc1ccc(OCc2nnc3n2N=C(c2ccc4c(c2)OCCO4)CS3)c(Cl)c1
1,1,CCOc1ccc(OCC)c(NS(=O)(=O)c2cccc3nsnc23)c1
1,1,COC(=O)c1ccc(Cn2cnc3ccccc3c2=O)cc1
0.8,1.1,O=C(CCc1ccccc1)NCc1ccccn1
1.1,1.1,Cc1cc(C)n(C(=O)CN2C(=O)COc3ccccc32)n1
1.1,1.1,CC(C)C(c1nnnn1CC1CCCO1)N1CCN(C2CCCC2)CC1 (configuration not stated)
0.9,1.3,Cc1cc(C)nc(Sc2ccc3nnnn3n2)n1
1.5,1.1,CCN1CCN(c2ncnc3c2sc2nc(N4CCOCC4)c4c(c23)CCC4)CC1
1.5,1,CCn1cc(C(=O)NCc2ccc(Cl)cc2)c(=O)c2cc(S(=O)(=O)N3CCOCC3)ccc21
1.2,1.1,CCOC(=O)N1CCC(NC(=O)CCC(=O)c2ccccc2)CC1

# Next part
PLAP act,MT1-MMP txn act,Compound
0.8,1.1,Cn1c(=O)c2c(nc(Cl)n2Cc2ccncc2)n(C)c1=O
0.8,1.1,O=C(Cn1cnc2ccccc21)OCC(=O)N1CCCc2ccccc21
0.9,1.1,CCc1nccn1S(=O)(=O)c1ccc2ccccc2c1
0.9,0.9,O=C(CCNS(=O)(=O)c1cccc2nsnc12)NC1CCCc2ccccc21 (configuration not stated)
1,1.3,COCCSc1nnc(NC(=O)CSc2ccccc2)s1
1.4,1.1,Cc1ccc(C)c(NC(=O)CSc2nnc(CSc3nc(C)cc(C)n3)n2Cc2ccco2)c1
0.8,1,CCOC(=O)Cn1c(=O)c2c(nc(Br)n2Cc2ccc(Cl)cc2)n(C)c1=O
1.1,1.1,Cc1ccc2[nH]c(=O)c(CN(Cc3ccco3)C(=O)c3ccncc3)cc2c1
1.1,1.1,O=C(Cn1c(=O)oc2cc(S(=O)(=O)N3CCCC3)ccc21)NCc1ccccn1
1.7,1,O=C(CC(c1ccc(F)cc1)c1ccco1)N1CCCC1 (configuration not stated)

# The results go on.
PLAP act,MT1-MMP txn act,Compound
0.9,1,Cc1noc(C)c1CSc1nc2ccccc2s1
1.1,1.1,CCOC(=O)N1CCN(C(=O)CSc2nnc(Cc3ccccc3)o2)CC1
0.9,1.3,CCN1C(=S)SC(=O)C1=C1C=C(C)OC(C)=C1
1.4,1.7,CCN(CC)c1ccc(-c2nc3cnccc3n2C)cc1

# Screens deposited in PubChem by Sanford-Burnham Center for Chemical Genomics.
